TRPV1 agonist: HTS Assay for Compounds that Act as Agonists of the Vanilloid Receptor 1; Transient receptor potential cation channel subfamily V member 1 (Homo sapiens), Q8NER1; TRPV1-expressing cells, Fluo-8 calcium influx, agonist mode; AID 540275, 2011; activation, % at 8.33 µM; 320,000 compounds, 0.19% hits; in the data active = activation above about 80%; inconclusive = between about 30% and that limit; also: 0% is about no effect
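Fluo-8 calcium influx in TRPV1-expressing cells, kinetic read (ex 480/em 520 nm). Compound added and read 3 min for agonist activity, followed by capsaicin at EC20 final and 2 min further read for enhancement.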
ELG1 DNA repair: qHTS screen for small molecules that inhibit ELG1-dependent DNA repair in human embryonic kidney (HEK293T) cells expressing luciferase-tagged ELG1; HEK293T ELG1-luciferase reporter, luminescence, 16 h; DNA damage induced by 5-fluorouridine; AID 504467, 2011; Potency, µM (highest dose often 46.1 µM), without a hit: at the highest dose activity change, negative = inhibition, hits mostly inhibitors; 330,000 compounds, 2.3% hits; also: potency is read from the fitted curve at half-maximal effect; % is scaled to controls: 0 for no effect and ±100 for the full control effect; nearly all actives have a fitted effect of over 55% in size
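5-Fluorouridine DNA damage + compound/DMSO, 2,000 cells/well, 16 h, 37 °C/5% CO2. ONE-Glo, 30 min RT, luminescence. Readout = decrease in reporter signal.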
Mito fusion yeast: qHTS Assay for Small Molecule Inhibitors of Mitochondrial Division or Activators of Mitochondrial Fusion | S. cerevisiae fusion-defective mutant growth rescue, CellTiterGlo 48 h | Potency, µM (titrated, usually from 46.1 µM), for inactives: at the highest dose growth rescue (activation), actives largely listed as activators | 320,000 compounds, 0.23% hits;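 also: potency is read from the fitted curve at half-maximal effect; % of control where 0% means no effect; nearly all actives have a fitted effect of over 45% in size; temperature-sensitive fusion mutants such as fzo1-1 at 37 °C on non-fermentable ethanol glycerol medium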
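Yeast fusion mutant, YPEG (non-fermentable carbon), compound, 48 h at 37C non-permissive; CellTiterGlo added, 10 min RT, luminescence read. Rescued growth = division inhibition.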
USP2a block: qHTS Assay for Inhibitors of Ubiquitin-specific Protease USP2a Using CHOP2 as the Reporter; Potency, µM (titrated, usually from 38.3 µM), for inactives: top-dose activity change, negative = inhibition, usual class: inhibitors; 330,000 compounds, 0.01% hits; AID 463254, 2010; USP2 core, Ub-CHOP2 coupled fluorogenic reporter, 485/531; Ubiquitin carboxyl-terminal hydrolase 2 (Homo sapiens), O75604;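 also: potency is read from the fitted curve at half-maximal effect; plate controls were DMSO wells for no effect and full inhibition by NEM control for full effect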
Target sequence (O75604 whole entry, looked up): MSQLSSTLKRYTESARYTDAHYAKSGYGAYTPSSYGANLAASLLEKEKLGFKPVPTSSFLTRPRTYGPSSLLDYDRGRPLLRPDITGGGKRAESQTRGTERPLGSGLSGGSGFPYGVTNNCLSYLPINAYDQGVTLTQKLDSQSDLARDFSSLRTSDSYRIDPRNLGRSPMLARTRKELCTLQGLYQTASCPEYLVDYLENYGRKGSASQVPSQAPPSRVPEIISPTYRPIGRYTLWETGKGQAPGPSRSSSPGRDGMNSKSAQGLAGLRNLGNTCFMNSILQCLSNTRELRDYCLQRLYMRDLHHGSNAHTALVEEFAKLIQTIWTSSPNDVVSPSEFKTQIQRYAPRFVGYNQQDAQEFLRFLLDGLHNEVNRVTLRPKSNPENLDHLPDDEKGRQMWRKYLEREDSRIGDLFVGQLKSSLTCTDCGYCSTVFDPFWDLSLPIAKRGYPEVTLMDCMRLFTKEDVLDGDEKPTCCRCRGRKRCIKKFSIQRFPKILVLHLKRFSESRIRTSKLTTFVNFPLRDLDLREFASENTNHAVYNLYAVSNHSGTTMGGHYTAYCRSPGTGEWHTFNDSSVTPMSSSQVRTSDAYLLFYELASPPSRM
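USP2 core (10nM final) preincubated 30min RT with compound in 20mM Tris-HCl pH 8.0, 2mM CaCl2, 2mM beta-mercaptoethanol, 0.05% CHAPS; 25nM Ub-CHOP2 plus 25nM reporter substrate added, fluorescence (Ex485/Em531) read after 60min.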
TCR activator: Activators of T cell receptors: qHTS campaign; primary human leukocytes, anti-CD3, IL-2 HTRF, 48 h; Potency, µM (doses to about 9.22 µM), inactives show at the highest dose activation of IL-2 secretion, most hits filed as activators; 330,000 tested, under 10 active; AID 504894, 2011; also: % of control where 0% means no effect
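TCR engagement came from a-CD3 beads alone, with compounds added to primary human leukocytes for 48 hr. Secreted IL-2 bridged europium cryptate- and d2-labelled anti-IL-2 antibodies, giving FRET emission at 665nm after 320nm excitation.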
TSHR antag: Antagonists of the Thyroid Stimulating Hormone Receptor: HTS campaign. 330,000 compounds, 0.2% hits. TSHR-expressing cells, TSH-stimulated cAMP HTRF, 2 h; active compounds read low. AID 504810, 2011. Thyrotropin receptor (Homo sapiens), P16473. activity change, negative = inhibition, % at 11.5 µM;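 active = activity change below a set negative limit, meaning inhibition stronger than a set level, cut at about -70% in these data; inconclusive = activity change between two set negative limits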; also: % is scaled to controls: 0 for no effect and ±100 for the full control effect
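Freshly harvested TSHR cells receive pin-tooled compound, then EC80 TSH at 4nM final. After 2 hours at 37 deg C, antibody in lysis buffer and cAMP-d2 are added; 30 minutes at ambient temperature precede the HTRF read.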
hERG WT inh: qHTS for Inhibitors of KCHN2 3.1: Wildtype qHTS; Voltage-gated inwardly rectifying potassium channel KCNH2 (Homo sapiens), Q12809; U2OS, BacMam KCNH2, thallium flux FluxOr; active compounds read low; activity change, % at 1.84 µM; 340,000 compounds, 0.37% hits; AID 720551, 2013;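 active = maximum activity change below -70%; inconclusive = maximum activity change between -70% and -50%; inactive = maximum activity change above -50%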; also: % is scaled to controls: 0 for no effect and ±100 for the full control effect
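U2OS cells transduced with wild-type KCNH2 virus are loaded with FluxOr dye for 45 min, and thallium flux is measured in kinetic reads before and after stimulation buffer. Rate constants are normalized to DMSO controls.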
KCNH2 3.1 inh: qHTS for Inhibitors of KCHN2 3.1: Mutant qHTS. Potassium voltage-gated channel subfamily H member 2, brain isoform KCNH2 3.1 (human). U2OS KCNH2 3.1, thallium flux FluxOr; active compounds read low. activity change, % (tested at about 1.8 µM). 340,000 compounds, 0.95% hits;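 active = maximum activity change below -70%; inconclusive = maximum activity change from -70% to -50%; inactive = maximum activity change above -50%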;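 also: thallium influx rate constant from kinetic fluorescence after stimulation buffer; % is scaled to controls: 0 for no effect and ±100 for the full control effect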
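We transduce U2OS cells with the mutant 3.1 virus, culture them overnight, load FluxOr with Red40 quencher for 45 min, then add stimulation buffer and read kinetically for 2 min to derive a normalized rate constant.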
AT treatment: qHTS Assay for Identifying a Potential Treatment of Ataxia-Telangiectasia. […] A-T fibroblasts, KAP-1 phosphorylation AlphaLISA; neocarzinostatin DNA damage 30 min before lysis. Potency, µM (top dose mostly 57.5 µM), inactives show at the highest dose activation, actives largely listed as activators. 320,000 compounds, 0.19% hits. AID 485349, 2010; also: potency is read from the fitted curve at half-maximal effect; % of control where 0% means no effect; nearly all actives have a fitted effect of over 45% in size
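ATM-like activity read as KAP-1 phosphorylation via AlphaLISA donor/acceptor antibody pairs after lysis and 6 hr at 25C. Cells were ATM-null patient fibroblasts ([…], hTERT), dosed 60 min, then exposed to the DSB inducer NCS for 30 min.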
Eya2 phos inh: qHTS Assay for Inhibitors of the Phosphatase Activity of Eya2. Protein phosphatase EYA2 (Homo sapiens), O00167. recombinant Eya2, OMFP fluorescence dephosphorylation (OMFP is methylfluorescein phosphate). Potency, µM (highest dose often 76.9 µM), for the others: at the top dose activity, negative = inhibition, actives largely listed as inhibitors. 330,000 compounds, 0.006% hits; also: potency is read from the fitted curve at half-maximal effect; % is scaled to controls: 0 for no effect and ±100 for the full control effect
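Eya2 protein (added as 0.2 uM solution) was preincubated with compound for 10 min at ambient temperature in 50 mM HEPES pH 7.5, 50 mM NaCl, 5 uM MgCl2, 0.05% BSA, 1 mM DTT. OMFP (added at 50 uM) then reacted 10 min; fluorescence read at 485/525 nm.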
The depositor's hits bear a star; i = inactive; ? = inconclusive; . = no result given; [ ] = remark or other dose. Unless noted, calls follow the shape of the dose curve; as a rule, active = well fitted curve in the direction sought with a large enough effect; inconclusive = small, poorly fitted or top-dose-only effect, or another doubt; inactive = no such curve, though single readings can be large; an effect the other way counts as inactive or inconclusive. A portion of the library (hit frequency here may not be typical).

Compound	TRPV1 agonist	ELG1 DNA repair	Mito fusion yeast	USP2a block	TCR activator	TSHR antag	hERG WT inh	KCNH2 3.1 inh	AT treatment	Eya2 phos inh
Cc1ccc(NC(=O)CCCSc2nc3ccccc3[nH]2)cc1	?	-23%	-1%	1%	-3%[46.1 µM]	3	4	4	0%	2%
O=[N+]([O-])c1ccc(N/N=C/c2sc(N3CCOCC3)nc2-c2ccccc2)c(S(=O)(=O)Nc2ccccc2Cl)c1	-3	?	-9%	1%	14%	-30	-37	-17	-7%	8%
CCc1ccc(NC(=S)NC(=O)c2c(-c3ccccc3Cl)noc2C)cc1	8	-4%	0%	0%	-7%	?	-2	0	-6%	10%
O=C(CSCc1c(F)cccc1Cl)NCCc1ccccc1	27	9%	6%	2%	14%	20	2	-10	6%	-2%
Cc1ccc(C(=O)NCC(=O)OCC(=O)N2CC(C)OC(C)C2)cc1 (stereo not drawn)	3	9%	1%	3%	-11%	7	-9	9	2%	0%
CCOc1ccc(N2C(=O)CC(Sc3nc(CC(C)C)ccc3C#N)C2=O)cc1 (stereo not drawn)	0	2%	-13%	0%	5%	-9	-6	9	1%[11.5 µM]	7%
CCOc1ccc(NC(=O)c2ccc(Br)o2)c([N+](=O)[O-])c1	18	?	-3%	2%	8%	.	-10	4	-3%	1%
Cc1cc(NC(=O)CCC2CCCCC2)no1	23	?	-2%	1%	4%[46.1 µM]	-10	2	33	-2%	4%
O=C(Nc1ccc(F)cc1)c1cccnc1N1CCCCC1	0	1%	23%	-6%	-21%	-2	-11	2	13%	13%
Cc1ccc(-c2cc(C(=O)Nc3ccccn3)c3ccccc3n2)o1	18	?	-2%	3%	-3%	4	-6	-9	3%	2%
NNC(=O)C12CC3CC(C1)CC(n1ncnn1)(C3)C2	-2	-5%	17%	0%	2%[46.1 µM]	-1	-1	-4	-2%	-3%
Cc1cc(OC(=O)c2c(Cl)cc(Cl)cc2Cl)nc(C)n1	16	11%	0%	6%	-1%	2	24	6	2%	6%
COc1cc(OC)c(CN2CCN(c3ccc(F)cc3)CC2)cc1Br	1	-2%	2%	1%	-6%	-6	74	-46	4%	11%[15.4 µM]
Cc1ccccc1C(=O)N=c1ccn(-c2nc3ccccc3nc2NS(=O)(=O)c2ccc(F)cc2)cc1	0	-11%	3%	8%	5%	0	5	2	4%	8%
O=C(Nc1ccc(Br)cc1)N1CCCCCC1	?	?	4%	1%	-6%	-10	-21	11	11%	1%
COc1cc(CCC(=O)OCC(=O)NC(=O)c2ccc(Cl)cc2)cc(OC)c1OC	10	12%	-2%	0%	2%	12	2	-6	0%	4%
COc1ccc(NCc2ccc([N+](=O)[O-])s2)cc1	-2	-18%	12%	2%	0%[46.1 µM]	-17	2	19	-11%	4%
Cc1nc(-c2coc3c(CN(C)C)c(O)ccc3c2=O)cs1	1	20%	-6%	6%	-2%	20	-10	8	.	-2%
C=CCNC(=O)CN1C2CCCC1CC(NC(=O)c1ccccc1C)C2 (stereo not drawn)	3	-9%	1%	2%	6%[46.1 µM]	7	26	-1	-6%	-3%
CCC(C)[C@H](NC(=O)NCc1ccc(Cl)cc1)C(=O)OC (stereo partly drawn)	10	1%	4%	1%	-12%	-3	1	4	-19%	-5%
O=Cc1cn(-c2ccccc2)nc1-c1cc2cc(O)ccc2oc1=O	19	-1%	0%	-1%	-2%	-5	-13	1	4%	-28%
COc1ccc(C/C(C)=N/NC(=S)Nc2ccccc2F)cc1	1	?	0%	3%	-2%	-19	2	-3	.	-10%
O=C(CNC(=O)c1ccccc1)OCc1nnc(-c2ccc(Cl)cc2)o1	8	20%	-4%	1%	3%	0	2	24	1%	-9%
C=CCn1c(SCC(=O)NC(=O)c2cccn2C)nc2ccccc2c1=O	11	4%	1%	4%	1%	15	-13	-5	4%	-26%
COc1ccccc1CC1CC(=O)N(c2cccc(Cl)c2C)C1=O (stereo not drawn)	-4	0%	2%	2%	0%	24	-4	-14	8%	0%
N#CC1=C(SCc2ccccc2)NC(=O)CC1c1cccc(O)c1 (stereo not drawn)	-1	-14%	-1%	3%	5%	-3	7	0	-1%	-4%
CC(CN1CCCCCC1)C(=O)NN (stereo not drawn)	-2	6%	-2%	2%	5%	18	-8	-31	4%	8%
CCCOC(=O)c1ccc(NC(=O)C(=O)NCCN(CC)CC)cc1	-2	23%	15%	1%	0%	13	33	-12	3%	4%
CCSc1cc(N2CCCC2)nc(-c2ccccc2)n1	1	-9%	-1%	5%	-6%	29	7	6	3%	0%
c1ccc(-c2noc(CN3CCN(c4cnccn4)CC3)n2)cc1	0	-14%	-1%	1%	-15%	10	-2	3	-2%	-4%
Cn1cc(Cl)c(-c2n[nH]c(=S)n2C2CCCCC2)n1	-1	-6%	-1%	2%	0%	-10	-5	2	-4%	15%
Cn1c(SCC(=O)NCc2ccco2)nnc1-c1cccs1	3	-1%	0%	1%	7%	14	0	-4	2%	-7%
Cc1ccccc1CNC1CCCCC1	0	-10%	-3%	1%	0%[46.1 µM]	18	5	-11	-2%	7%
COc1ccc(C(=O)N2CCc3cc(OC)c(OC)cc3C2)cc1OC	-2	?	-1%	1%	4%	-4	2	7	-5%	-12%
O=C(NC12CC3CC(CC(C3)C1)C2)c1cccnc1Cl	-1	1%	1%	-8%	21%	2	-1	3	6%	-2%
COC(=O)[C@@]1(Cc2ccc(F)cc2)[C@H]2c3cc(C(=O)N4CCCC4)n(CCCNc4ncc(C(F)(F)F)cc4Cl)c3C[C@H]2CN1C(=O)c1ccccc1	-1	?	-7%	-6%	0%	-4	-4	-36	-5%	-14%
CCC(C)(C)NC(=O)CN(CCc1cccc(C)c1)C(=O)c1csnn1	8	-12%	7%	0%	-1%	7	-1	-1	4%	10%
Cc1ccc2oc(=O)c3cnn(CC(=O)N(CCC(C)C)Cc4ccco4)c3c2c1	4	-3%	3%	-1%	-26%	-7	-2	5	5%	-3%
COc1cccc(NC(=O)CSc2ccc3nnc(-c4ccccn4)n3n2)c1	2	0%	-1%	2%	3%	-6	-2	-4	24%	9%
O=C(NC(c1ccccc1)c1ccccc1)C1(c2cccs2)CCOCC1	1	-9%	7%	-8%	0%[46.1 µM]	22	-2	-3	5%	-3%
COc1ccc(-c2cc(CCC(=O)N3CCN(c4cc(C)ccc4C)CC3)[nH]n2)cc1	.	?	.	-1%	-1%[46.1 µM]	-7	19	-47	5%	-1%
Cc1sc2nc(SC3CCOC3=O)n(Cc3ccccc3)c(=O)c2c1C (stereo not drawn)	21	-18%	1%	-2%	2%	-7	0	22	-1%	-10%
CC(=O)Nc1ccc(S(=O)(=O)N(C#N)c2nc(C)cc(C)n2)cc1	-4	7%	1%	2%	-3%	16	-9	1	-7%	1%
Cn1c(SCC(=O)NCc2ccc3c(c2)OCO3)nnc1-c1cc2ccccc2cc1O	.	?	3%	-1%	2%	1	-1	-7	2%	5%
CC(=O)c1cccc(S(=O)(=O)NC2CC2)c1	3	7%	-1%	6%	-6%[46.1 µM]	26	1	1	4%	2%
CC(C)(C)C(=O)COC(=O)c1ccc(N)c([N+](=O)[O-])c1	4	-1%	26%	2%	0%	-2	i	2	4%	-23%
COc1ccc(C2C(C(C)=O)=C(C)Nc3ncnn32)cc1[N+](=O)[O-] (stereo not drawn)	-4	20%	0%	2%	-5%	13	8	12	23%	4%
O=C(CSC(=S)N1CCCCC1)N1N=CCC1c1ccccc1 (stereo not drawn)	3	?	8%	-4%	-2%	-11	7	8	-2%	-4%
Cc1ccc(NC(=O)c2ccc(F)c(S(=O)(=O)N3CCOCC3)c2)cc1F	?	-13%	-5%	3%	.	-8	-3	-20	-1%	13%
